From PubChem
LYP phosphatase: LYP phosphatase inhibitors, primary screen, biochemical, DiFMUP fluorescence, recombinant catalytic domain, 10 µM (AID 606) | recombinant LYP catalytic domain, DiFMUP fluorescence; higher % means a stronger effect | one-dose inhibition, % at 10 µM; IC50 in µM for titrated hits | 52,000 tested, under 10 active;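 active = IC50 under 40 µM in the dose-response test; inactive = IC50 of 40 µM or more, or never dose-tested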
TNAP inhibition: human TNAP enzyme inhibitors, biochemical, luminescent (AID 518); purified TNAP enzyme, luminescent substrate readout; higher % means a stronger effect; inhibition, % at 20 µM; hits with a dose series show IC50 in µM; hit rate 0.09% among 64,000; in the data active = a potency from the dose series; inactive = the rest, 99 in 100 with inhibition below about 22%;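 also: plate controls were vehicle for no effect and reference inhibitor for full effect; many of its hits are not listed in these tables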
Bfl-1 displacement: Bfl-1 inhibitors, primary screen, biochemical, fluorescence polarization, FITC-Bid, mouse (AID 432); FITC-Bid BH3 peptide fluorescence polarization displacement; higher % means a stronger effect; displacement, % at 20 µM, or IC50 in µM where a hit was titrated; hit rate 0.02% among 64,000; in the data active = a potency from the dose series; inactive = the rest, 99 in 100 with displacement below about 15%; also: strong numbers were not always called active
Spn DPM-DC inh: inhibitors of Streptococcus pneumoniae diphosphomevalonate decarboxylase; AID 556; purified DPM-DC, PK/LDH coupled NADH fluorescence; calls only at 10 µM; hit rate 0.49% among 65,000;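 active = the 320 compounds with the highest percent inhibition in the single-dose primary screen, excluding strongly autofluorescent ones, cut at about 32% in these data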;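 also: kinetic rate of NADH fluorescence loss reporting ADP formed by the decarboxylase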
HPDE-C7K KRASV12: viability loss of HPDE-C7K cells – cell-based, fluorescence, HTS, primary screen (AID 431); HPDE-C7K KRASV12 cells, Alamar Blue viability, 48 h; higher % means a stronger effect; cytotoxicity, % at 10 µM, or EC50 in µM where a hit was titrated; hit rate 1.7% among 63,000;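 active = compounds whose percent cytotoxicity in the single-dose primary screen, scaled between solvent and toxic-drug controls, exceeds 50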;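 also: 0% = DMSO solvent wells and 100% = doxorubicin-treated wells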
Spn MK inh: blocks S. pneumoniae mevalonate kinase; inhibition, % at 10 µM; hit rate 0.48% among 65,000; purified MK, PK/LDH-coupled NADH absorbance 340 nm;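 active = ranked among the strongest by inhibition in the single 10 µM screen, a fixed top-ranked set picked for dose follow-up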; also: no value below 0 was filed
Spn PMK inh: S. pneumoniae PMK inhibition. purified PMK, PK/LDH-coupled NADH absorbance 340 nm. AID 539. hit rate 0.49% among 65,000. inhibition, % at 10 µM;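 active = top-ranked compounds by inhibition in the single 10 µM screen, taking a fixed number of the strongest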;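 also: 0% = full reaction with DMSO carrier and 100% = background rate without enzyme reaction; no value below 0 was filed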
HT1080 viability: cytotoxicity in HT1080 fibrosarcoma cells, cell-based, fluorescence readout (AID 620). one-dose cytotoxicity, % at 10 µM; EC50 in µM for titrated hits. HT1080 viability, fluorescence; higher % means a stronger effect. hit rate 0.42% among 87,000;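 also: cells exposed to compound overnight then 4 h with Alamar Blue; 0% = vehicle DMSO and 100% = killing control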
HPDE-C7 cytotoxicity: cytotoxicity in HPDE-C7 cells, cell-based, fluorescence, HTS (AID 430). hit rate 1.8% among 63,000. HPDE-C7 pancreatic duct cells viability, fluorescence; higher % means a stronger effect. one-dose cytotoxicity, % at 10 µM; EC50 in µM for titrated hits;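 also: cells exposed to compound for 48 hours before viability readout; 0% = vehicle and 100% = reference cytotoxic drug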
Spn PMK inh pilot replicates: further read-out of Spn PMK inh, marked with its call; inhibition, %; measured here: pilot screen replicates
Spn MK inh pilot replicates: recorded beside Spn MK inh, whose call it bears; inhibition, %; measured here: pilot screen replicates
Spn DPM-DC inh pilot screen %: second read-out of Spn DPM-DC inh, no call of its own (marks repeat the call); inhibition, %; measured here: pilot screen trials
Starred values were filed as active, the others as inactive; i = inactive; · = no result given. Rule as the data show it, unless noted: active = cytotoxicity above about 50%; inactive = the rest.

SMILES | LYP phosphatase | TNAP inhibition | Bfl-1 displacement | Spn DPM-DC inh | HPDE-C7K KRASV12 | Spn MK inh | Spn PMK inh | HT1080 viability | HPDE-C7 cytotoxicity | others
CC(=O)N1CCC2(CC1)CC(=O)c1cc(OCC(=O)NCc3ccco3)ccc1O2 | 6% | 9% | -5% | · | -11% | 0 | 12 | -10% | -17% | Spn PMK inh pilot replicates=7.0;Spn MK inh pilot replicates=8.0
O=C(c1ccco1)N1CCN(C(=O)c2ccccc2OC(=O)C23CC4CC(CC(C4)C2)C3)CC1 | · | 5% | 2% | i | 3% | 12 | 13 | 8% | -10%
CC(CN1CCCCC1)OC(=O)c1ccc(Cl)cc1Cl (stereo not drawn) | 9% | 12% | -2% | i | -16% | 7 | 11 | -4% | -6% | Spn PMK inh pilot replicates=1.0;Spn MK inh pilot replicates=0.0;Spn DPM-DC inh pilot screen %=3.5
O=C(CCN1CCCCCC1)Nc1cccc(Cl)c1 | 16% | 10% | -3% | i | 0% | 7 | 12 | -10% | 8%
CCOC(=O)N1CCC(N2Cc3cccc(C(=O)NC(C)c4ccc5c(c4)OCCO5)c3C2=O)CC1 (stereo not drawn) | 10% | 5% | -2% | i | -16% | 8 | 2 | -5% | -11%
CCOC(=O)CCC(=O)NCc1ccc2c(c1)cc(C)n2C | · | · | · | i | · | 9 | 12 | -1% | ·
Cc1cccc(C)c1NC(=O)c1ccc(-n2cnnn2)cc1 | 8% | 6% | -4% | i | 8% | 0 | 18 | 32% | -5%
Cc1ccc2c(c1)nnn2C1CCN(CC(=O)Nc2ccc3c(c2)OCCO3)CC1 | · | 2% | -5% | i | -8% | 0 | 11 | -7% | -3%
CCN1C(=O)/C(=C2\SC(N3CCCCC3)=NC2=O)c2ccccc21 | 2% | 14% | -8% | i | -6% | 3 | 9 | 6% | -8%
CC1CCCCN1C(=O)C1CC(c2ccc(F)cc2)=NO1 (stereo not drawn) | 17% | 7% | -6% | i | -5% | 0 | 3 | 0% | -5%
O=C(c1c(F)c(F)c(F)c(F)c1F)N1CCc2ccccc21 | 1% | 4% | -3% | i | -5% | 4 | 12 | 10% | -8%
CCS(=O)(=O)N1CCC(c2nc(-c3ccc(C(F)(F)F)cc3)no2)CC1 | · | 6% | -5% | i | 3% | 13 | 14 | -8% | -2%
Cc1cc(C)nc(SCc2ccc3nonc3c2)n1 | -2% | 0% | -2% | i | -23% | 5 | 6 | 0% | -26% | Spn PMK inh pilot replicates=0.0;Spn MK inh pilot replicates=0.0;Spn DPM-DC inh pilot screen %=5.5
COc1ccccc1N1CC(O)=C(c2nc3ccccc3s2)C1=N | 4% | -3% | -10% | i | 9% | 7 | 5 | 47% | 5%
COc1cc2oc(=O)c(Br)c(C)c2c(OC)c1OC | 1% | 7% | -10% | i | 7% | 8 | 11 | -4% | -9%
O=C(NC1CCCCC1)NC1(C(=O)NCCCN2CCOCC2)CCCCC1 | 11% | 9% | -8% | i | 0% | 6 | 12 | -23% | -2%
CCn1c(Cc2ccccc2)nnc1SCC(=O)Nc1nnc(-c2ccccc2)s1 | 5% | 7% | -13% | i | 2% | 10 | 0 | -2% | 6%
CCC(C)NC(=O)CSC1=Nc2ccccc2C2=NC(CC(=O)NCc3ccccc3)C(=O)N12 (stereo not drawn) | 16% | 13% | -1% | i | -8% | 11 | 14 | -5% | -15% | Spn PMK inh pilot replicates=3.0;Spn MK inh pilot replicates=2.0;Spn DPM-DC inh pilot screen %=14
CCCC(=O)C1=C(O)C(C(=O)OC)C(C)(C)CC1=N (stereo not drawn) | · | 6% | 0% | i | 6% | 8 | 8 | 6% | 6%
O=c1[nH]c2cc3c(cc2cc1CN(Cc1nnnn1CC1CCCO1)C1CCCC1)OCO3 (stereo not drawn) | 4% | 14% | -5% | i | -12% | 3 | 11 | -8% | -17%
CCN1C(=O)NC(c2cccnc2)C(C(=O)OC)=C1C (stereo not drawn) | · | 8% | -2% | i | -2% | 5 | 7 | -3% | 2%
O=C(c1ccco1)N1CCN(C(=O)C2c3ccccc3Oc3ccccc32)CC1 | -2% | -4% | -8% | i | -14% | 10 | 7 | -2% | -16%
COc1ccc(C2/C(=C(/O)c3ccc(F)cc3)C(=O)C(=O)N2CCCN(C)C)cc1 (stereo not drawn) | 5% | 12% | -2% | i | 11% | 9 | 14 | · | -2%
O=C(Nc1nc(-c2ccccc2)cs1)C1CCCO1 (stereo not drawn) | -1% | 15% | -1% | i | -4% | 5 | 0 | 2% | 6% | Spn PMK inh pilot replicates=2.5;Spn MK inh pilot replicates=6.0;Spn DPM-DC inh pilot screen %=5.5
COc1ccc(CN(CCN2CCOCC2)C(=O)c2c(F)cccc2F)cc1OC | 0% | 8% | -5% | i | -2% | 0 | 14 | -5% | -3%

The last 4 records of the part above come first, to join the parts.
SMILES | LYP phosphatase | TNAP inhibition | Bfl-1 displacement | Spn DPM-DC inh | HPDE-C7K KRASV12 | Spn MK inh | Spn PMK inh | HT1080 viability | HPDE-C7 cytotoxicity | others
O=C(c1ccco1)N1CCN(C(=O)C2c3ccccc3Oc3ccccc32)CC1 | -2% | -4% | -8% | i | -14% | 10 | 7 | -2% | -16%
COc1ccc(C2/C(=C(/O)c3ccc(F)cc3)C(=O)C(=O)N2CCCN(C)C)cc1 (stereo not drawn) | 5% | 12% | -2% | i | 11% | 9 | 14 | · | -2%
O=C(Nc1nc(-c2ccccc2)cs1)C1CCCO1 (stereo not drawn) | -1% | 15% | -1% | i | -4% | 5 | 0 | 2% | 6% | Spn PMK inh pilot replicates=2.5;Spn MK inh pilot replicates=6.0;Spn DPM-DC inh pilot screen %=5.5
COc1ccc(CN(CCN2CCOCC2)C(=O)c2c(F)cccc2F)cc1OC | 0% | 8% | -5% | i | -2% | 0 | 14 | -5% | -3%
Cc1nnc(SCCn2c(N3CCCCCC3)nc3c2c(=O)[nH]c(=O)n3C)s1 | · | 9% | -5% | i | -10% | 2 | 5 | 5% | -21%
Cc1ccc(-c2nc3ncccc3o2)cc1NC(=O)c1cc2ccccc2o1 | 12% | 10% | 0% | i | -17% | 8 | 0 | 1% | 2%
NC(=O)COC(=O)CNC(=O)c1ccc(Cl)cc1 | -6% | 9% | -3% | i | -11% | 0 | 1 | 3% | -10% | Spn PMK inh pilot replicates=0.0;Spn MK inh pilot replicates=0.0;Spn DPM-DC inh pilot screen %=2.0
CCOC(=O)C(NC(=O)c1ccccc1)(Nc1cc(C)on1)C(F)(F)F (stereo not drawn) | 1% | 6% | 9% | i | 6% | 3 | 4 | -4% | -9% | Spn PMK inh pilot replicates=3.0;Spn MK inh pilot replicates=3.0;Spn DPM-DC inh pilot screen %=2.0
C=CCOC(=O)C1=C(C)OC(N)=C(C#N)C1c1c(C)nn(-c2ccccc2)c1Cl (stereo not drawn) | 11% | 3% | -13% | i | -3% | 0 | 4 | -25% | -1%
COc1ccc(C2N(c3cc(C)on3)C(=O)C3CCCN32)cc1OC (stereo not drawn) | 21% | -6% | 1% | i | · | 1 | 15 | -2% | ·
Cc1ccccc1N1CCN(Cc2c(C#N)c3ccccc3n2C)CC1 | · | 7% | -2% | i | -8% | 4 | 2 | -1% | 0%
COC(=O)C1C(=O)NC(SC)=C(C#N)C1c1ccccc1F (stereo not drawn) | · | 10% | -8% | i | 13% | 1 | 12 | -10% | 13%
COc1cc(C(Nc2ccc3c(c2)OCO3)C(=O)NC2CCCCC2)cc(OC)c1OC (stereo not drawn) | · | 6% | -5% | i | 4% | 0 | 19 | 2% | -8% | Spn PMK inh pilot replicates=1.5;Spn MK inh pilot replicates=0.0;Spn DPM-DC inh pilot screen %=1.5
CCN1CCCC1CNC(=O)c1cn(C)c2ccc(S(=O)(=O)N3CCCCCC3)cc2c1=O (stereo not drawn) | · | 7% | -4% | i | 8% | 0 | 6 | -3% | 0%
COC(=O)c1c(NC(=O)Cc2cccs2)sc2c1CCC(C)C2 (stereo not drawn) | · | 8% | -10% | i | -10% | 3 | 0 | -11% | -5%
O=C(Nc1ccc(Cl)cc1)N1CCCC1 | 13% | 6% | 4% | i | -14% | 11 | 2 | 4% | -21%
CC(C)CC(C(=O)Nc1oc(-c2ccco2)c(-c2ccco2)c1C#N)N1C(=O)c2ccccc2C1=O (stereo not drawn) | -4% | 15% | 0% | i | 8% | 0 | 4 | -13% | 16%
CC(=O)Oc1ccccc1-c1nc(C)nc(N(C)C(C)=O)n1 | 4% | 8% | -9% | i | -15% | 1 | 0 | -2% | -20%
Cc1sc(NC(=O)C2CCCO2)c(C#N)c1C (stereo not drawn) | · | 9% | -4% | i | 7% | 9 | 8 | 0% | 0%
COc1ccc2c(=O)c3c(=O)n(Cc4ccco4)c(C4CCCCC4)nc3oc2c1 | · | 1% | 12% | i | -23% | 11 | 12 | -1% | -18%
CN(C)S(=O)(=O)N1CCN(c2cccc(Cl)c2)CC1 | 6% | 8% | -2% | i | -19% | 6 | 5 | 14% | -5% | Spn PMK inh pilot replicates=0.0;Spn MK inh pilot replicates=0.0;Spn DPM-DC inh pilot screen %=0.0
CCOCCCn1c(C)nc2c(c1=O)c1nc3ccccc3nc1n2-c1ccc(C)cc1 | · | -4% | -2% | i | -3% | 9 | 10 | 2% | -6%
CC(C)Cc1cc(C(=O)NCCN2CCOCC2)no1 | -5% | -4% | 0% | i | -2% | 13 | 10 | -4% | 0%
Cc1ccc(S(=O)(=O)N2CCCC2C(=O)Nc2cc(C)on2)cc1 (stereo not drawn) | · | 7% | -4% | i | 5% | 5 | 12 | 11% | 7%
Cc1onc(-c2ccccc2)c1C(=O)OCC(=O)c1ccccc1 | · | 16% | -6% | i | -8% | 0 | 9 | -7% | -13%
COc1cc(OC)cc(C(=O)NCC(=O)N2CCC(C)CC2)c1 | 3% | 4% | -4% | i | -3% | 0 | 0 | 4% | -6%
N#CCCn1c(C(C#N)(CCC#N)CCC#N)nc2ccccc21 | -8% | 7% | -11% | i | · | 4 | 15 | 3% | ·
CN1CCc2c(sc(/N=C/c3ccco3)c2C(N)=O)C1 | · | 6% | 10% | i | -5% | 13 | 6 | -4% | 7%
CCCN1C(=O)C(NS(=O)(=O)c2ccc(N)cc2)(C(F)(F)F)C(C(=O)OC)=C1C (stereo not drawn) | -4% | 6% | -17% | i | -2% | 6 | 10 | 1% | 3%
O=C(c1cccc(S(=O)(=O)N2CCOCC2)c1)N1CCOCC1 | 7% | 10% | -3% | i | · | 12 | 9 | 3% | ·
Cc1cc(NS(=O)(=O)c2ccc(C3CCCCC3)cc2)no1 | 6% | 5% | -9% | i | -3% | 8 | 8 | -5% | -1%
COc1cccc2cc(C(=O)N3CCN(c4ccccc4F)CC3)c(=O)oc12 | · | 4% | -2% | i | · | 0 | 29* | · | ·
CC(=O)c1ccc(-c2nc3c4ccccc4ccn3c2C(C)=O)o1 | · | 7% | 0% | · | -4% | 3 | 3 | -6% | -3%
Cn1c(Cc2cccs2)nnc1SCC(=O)N1CCc2ccccc21 | 9% | 24% | 0% | i | 19% | 16 | 1 | 11% | 1% | Spn PMK inh pilot replicates=6.0;Spn MK inh pilot replicates=2.0;Spn DPM-DC inh pilot screen %=0.0
